# Gli-Sufu block – antagonists of Gli-Sufu signaling; Sufu-KO-LIGHT fibroblasts, Gli luciferase reporter luminescence; inhibition, % at 5 µM; 0.74% of 340,000 active;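 active means inhibition above about 55%, limit read from the data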;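 further: 0% = DMSO-treated cells and 100% = wells with medium but no cells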
# SENP8 block – SENP8 protease inhibition; AID 2540; Q96LD8; inhibition, % at 10 µM; purified SENP8, Z-RLRGG-aminoluciferin cleavage, luminescence; 1.2% of 330,000 active
# Target sequence (Q96LD8 whole entry, looked up): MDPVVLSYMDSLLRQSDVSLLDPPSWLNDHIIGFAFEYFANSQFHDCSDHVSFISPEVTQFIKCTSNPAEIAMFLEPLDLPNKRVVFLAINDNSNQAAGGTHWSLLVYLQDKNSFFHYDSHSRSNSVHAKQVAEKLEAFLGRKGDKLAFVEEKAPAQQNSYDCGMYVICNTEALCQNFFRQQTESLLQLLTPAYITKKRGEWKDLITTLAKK
# 697 NFkB inh – lowers PMA/ionomycin-induced NF-kB signal in 697 B cells; 0.33% of 330,000 active; 697 B-cell NF-kB luciferase reporter, 16 h; inhibition, % at 4 µM; in the data active means inhibition above about 35%
# UBC13 inh – inhibitors of human UBC13 polyubiquitin chain formation | TR-FRET | P61088 | 0.47% of 330,000 active | AID 485273 | inhibition, % at 20 µM; in the data active means inhibition above about 45%, passing the limit was not always enough
# Target sequence (P61088 whole entry, looked up): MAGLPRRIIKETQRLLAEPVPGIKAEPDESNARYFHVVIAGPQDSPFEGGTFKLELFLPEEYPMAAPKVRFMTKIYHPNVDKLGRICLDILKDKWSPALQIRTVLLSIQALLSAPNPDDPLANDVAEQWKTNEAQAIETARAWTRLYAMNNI
# SENP7 inh – inhibitors of human SENP7 protease | 1.5% of 330,000 active | Q9BQF6 | inhibition, % at 5 µM | AID 434973 | recombinant SENP7, Z-RLRGG-aminoluciferin luminescence, 40 min;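 active means inhibition above about 50% at the single test dose, limit read from the data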;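 further: plate controls were DMSO with enzyme for no effect and no enzyme buffer wells for full effect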
# Target sequence (Q9BQF6 706-1050 limits assumed): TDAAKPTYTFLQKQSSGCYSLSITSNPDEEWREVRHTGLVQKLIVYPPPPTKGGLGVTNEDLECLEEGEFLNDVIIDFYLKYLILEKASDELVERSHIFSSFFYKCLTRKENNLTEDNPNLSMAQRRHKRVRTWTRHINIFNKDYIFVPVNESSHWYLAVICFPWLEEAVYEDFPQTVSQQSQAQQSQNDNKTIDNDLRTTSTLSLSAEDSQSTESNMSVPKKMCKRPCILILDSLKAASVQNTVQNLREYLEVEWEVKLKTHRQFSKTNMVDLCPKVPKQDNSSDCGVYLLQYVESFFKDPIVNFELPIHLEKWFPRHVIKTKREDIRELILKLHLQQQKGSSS
# HKDC1 inhibitor – HKDC1 (human) hexokinase inhibition | Q2TB90 | recombinant HKDC1, G6PDH/diaphorase resazurin coupled fluorescence | inhibition, % at 20 µM | 0.16% of 340,000 active | AID 493160;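 active means inhibition above about 35% when tested at 20 µM, limit read from the data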;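 further: plate controls were DMSO wells with enzyme for no effect and DMSO wells lacking enzyme for full effect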
#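 Test system: recombinant HKDC1 (HK5) hexokinase enzyme, produced in-house / Doses: 20 µM test compound, 1% DMSO / Timing: 90 min, room temperature / Detection: G6PDH/diaphorase-coupled fluorescence, 1 mM NADP, 100 µM resazurin, 525/613 nm / Control set: DMSO wells with and without enzyme mix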
# Apaf1 inhib – blocks human Apaf-1 apoptosome activity | reconstituted apoptosome caspase-3 activity, DEVD-Rh110 fluorescence | 0.71% of 330,000 active | inhibition, % at 20 µM | O14727; active means inhibition of at least 40% at 20 µM;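 further: plate controls were DMSO wells for no effect and DEVD-CHO caspase inhibitor wells for full effect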
#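 Material: cell-free apoptosome with Apaf-1, procaspase-3 and caspase-9; Buffer or medium: Hepes pH 7.5 with detergent and BSA; Reagent: cytochrome c trigger plus (Z-DEVD)2-Rh110 caspase-3 substrate; Times: compound with Apaf-1, dATP, procaspase-3 30 min, then 50 min reaction, room temperature; Technique: Rh110 fluorescence intensity.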
# Jurkat NFkB inh – inhibitors of the PMA/ionomycin-induced NF-kB reporter in Jurkat cells; PMA/ionomycin-induced NF-kB luciferase reporter, luminescence; inhibition, % at 4 µM; 0.53% of 330,000 active; AID 435003
# * = called active by the depositor; · = no result given. Unless noted, no stated cut-off is given here; in the data, active means inhibition above about 50%; inactive means the rest.
(1) Cc1ccc(NC(=O)Cn2ncc3ccccc32)c(Cl)c1
(2) CN(C(=O)c1coc(=O)c2ccccc12)c1ccc(Br)cc1
(3) CCCC[C@@H]1CCCO[C@@](C(=O)NCc2ccc(C)o2)(C(F)(F)F)C1
(4) Cc1cc2nc(-c3ccc(SCC(=O)N4CCOCC4)nc3)[nH]c2cc1C
(5) Cc1cccc(C)c1NC(=O)/C(=C/c1ccco1)c1ccccc1
(6) O=C(CSc1nnc2scc(-c3ccccc3)n12)NCc1ccc2c(c1)OCO2
(7) COc1ccc(C(=O)C2CCCN(C(=O)c3ccc(F)cc3)C2)cc1OC (stereo not given)
(8) O=C(NNC(=S)NCc1ccccc1)c1ccc(Br)cc1

assay / entry | 1 | 2 | 3 | 4 | 5 | 6 | 7 | 8
UBC13 inh | 2 | -7 | 0 | -2 | -13 | 6 | 7 | -5
Jurkat NFkB inh | -38 | -13 | 7 | -67 | 0 | 4 | -2 | 8
Gli-Sufu block | · | 37 | 2 | -58 | 7 | 48 | 4 | -11
697 NFkB inh | -26 | 5 | 17 | -31 | 0 | 2 | 13 | 14
SENP8 block | 0 | 7 | -16 | -4 | -3 | -3 | 6 | 5
SENP7 inh | 10 | 0 | -2 | 5 | 2 | -3 | -8 | 6
Apaf1 inhib | 6 | -5 | 1 | -3 | 6 | -1 | -3 | 0
HKDC1 inhibitor | 1 | -5 | 1 | -6 | -5 | -8 | -5 | -4

(9) CN(CC(=O)Nc1cc(Cl)cc(Cl)c1)Cc1cccs1
(10) O=C1CCCC(O)=C1Sc1ccccc1C(=O)O
(11) O=C1c2ccncc2C(=O)N1CO
(12) O=C(NCCCO)/C(=C\C=C\c1ccccc1)NC(=O)c1ccccc1Cl
(13) CC(C)(C)NC(=O)c1ccc(COCC(F)(F)F)o1
(14) CCN1CCN(CCCNC(=O)CCCn2nc(C)c3sc4ccccc4c3c2=O)CC1
(15) CCOC(=O)C1(Cc2ccc(OC)cc2)CCN(C(=O)CC2CCC(=O)N2)CC1 (stereo not given)
(16) C[C@]12c3[nH]c4ccccc4c3CCN1C(=O)C(CC(=O)NCc1cccc(C(F)(F)F)c1)C[C@@H]2C(=O)N1CCCCC1 (stereo not given in full)

assay / entry | 9 | 10 | 11 | 12 | 13 | 14 | 15 | 16
UBC13 inh | 4 | -1 | 0 | -15 | 0 | 0 | 3 | 2
Jurkat NFkB inh | -5 | 9 | 6 | 4 | -15 | 4 | -10 | 1
Gli-Sufu block | 1 | -15 | 1 | -5 | 8 | 14 | 1 | 0
697 NFkB inh | -6 | 7 | 14 | 16 | -4 | -10 | 2 | -7
SENP8 block | 2 | 0 | -7 | -11 | 0 | 4 | -3 | 1
SENP7 inh | -2 | 0 | -3 | 1 | 0 | 5 | -6 | 2
Apaf1 inhib | 17 | -10 | -13 | -3 | -8 | 10 | 1 | 29
HKDC1 inhibitor | 0 | -8 | 6 | -5 | -7 | -6 | -6 | 3

# Nos. 3–13 from above:
(3) CCCC[C@@H]1CCCO[C@@](C(=O)NCc2ccc(C)o2)(C(F)(F)F)C1
(4) Cc1cc2nc(-c3ccc(SCC(=O)N4CCOCC4)nc3)[nH]c2cc1C
(5) Cc1cccc(C)c1NC(=O)/C(=C/c1ccco1)c1ccccc1
(6) O=C(CSc1nnc2scc(-c3ccccc3)n12)NCc1ccc2c(c1)OCO2
(7) COc1ccc(C(=O)C2CCCN(C(=O)c3ccc(F)cc3)C2)cc1OC (stereo not given)
(8) O=C(NNC(=S)NCc1ccccc1)c1ccc(Br)cc1
(9) CN(CC(=O)Nc1cc(Cl)cc(Cl)c1)Cc1cccs1
(10) O=C1CCCC(O)=C1Sc1ccccc1C(=O)O
(11) O=C1c2ccncc2C(=O)N1CO
(12) O=C(NCCCO)/C(=C\C=C\c1ccccc1)NC(=O)c1ccccc1Cl

assay / entry | 3 | 4 | 5 | 6 | 7 | 8 | 9 | 10 | 11 | 12
UBC13 inh | 0 | -2 | -13 | 6 | 7 | -5 | 4 | -1 | 0 | -15
Jurkat NFkB inh | 7 | -67 | 0 | 4 | -2 | 8 | -5 | 9 | 6 | 4
Gli-Sufu block | 2 | -58 | 7 | 48 | 4 | -11 | 1 | -15 | 1 | -5
697 NFkB inh | 17 | -31 | 0 | 2 | 13 | 14 | -6 | 7 | 14 | 16
SENP8 block | -16 | -4 | -3 | -3 | 6 | 5 | 2 | 0 | -7 | -11
SENP7 inh | -2 | 5 | 2 | -3 | -8 | 6 | -2 | 0 | -3 | 1
Apaf1 inhib | 1 | -3 | 6 | -1 | -3 | 0 | 17 | -10 | -13 | -3
HKDC1 inhibitor | 1 | -6 | -5 | -8 | -5 | -4 | 0 | -8 | 6 | -5

(13) CC(C)(C)NC(=O)c1ccc(COCC(F)(F)F)o1

assay / entry | 13
UBC13 inh | 0
Jurkat NFkB inh | -15
Gli-Sufu block | 8
697 NFkB inh | -4
SENP8 block | 0
SENP7 inh | 0
Apaf1 inhib | -8
HKDC1 inhibitor | -7

# (continued)
(17) CC(C)(O)C#Cc1ccc(CN2CCN(C3CCCC3)C(CCO)C2)cc1 (stereo not given)
(18) CSCC[C@H](NC(=O)[C@@H]1Cc2ccccc2CN1)C(=O)NC1CCCC1
(19) O=C(CC12CC3CC(CC(C3)C1)C2)NC(=S)Nc1ccc(CN2CCOCC2)cc1
(20) O=S1(=O)CC/C(=N\Nc2ccccc2)c2ccsc21
(21) COC(=O)c1cc2ccsc2n1CC(=O)N(C)c1ccccc1
(22) O=C(COc1ccc(Br)cc1)OCC(=O)N1CCOCC1
(23) O=[N+]([O-])c1ccc(Cl)c(C[n+]2cccc3ccccc32)c1
(24) CC(=O)c1sc(NC(=O)C(C)C)nc1C

assay / entry | 17 | 18 | 19 | 20 | 21 | 22 | 23 | 24
UBC13 inh | 7 | 4 | -6 | 3 | 8 | 6 | -2 | -10
Jurkat NFkB inh | 8 | 7 | -20 | -8 | 10 | -16 | -2 | 8
Gli-Sufu block | 1 | 12 | 8 | 12 | 7 | -14 | 30 | -1
697 NFkB inh | 6 | -7 | -40 | 6 | -7 | 4 | -9 | -6
SENP8 block | -3 | -7 | -10 | 2 | 4 | -6 | -17 | 6
SENP7 inh | 6 | 11 | -6 | 1 | 3 | 4 | 7 | 2
Apaf1 inhib | -1 | -13 | 24 | -5 | -15 | 0 | -6 | 2
HKDC1 inhibitor | -4 | -1 | 2 | 17 | -7 | 3 | 9 | -2

(25) N#CC(C#N)=Cc1cnc(N2CCN(c3ccccc3)CC2)s1
(26) O=c1cc(N2CCN(c3ccc(F)cc3)CC2)[nH]c(=O)n1C1CCCCC1
(27) CC1=[N+](C)N(c2ccccc2)C(=O)C1N=Cc1ccccc1Cl (stereo not given)
(28) CC1(C)CC(=O)C2=C(C1)Nc1nc(SCCN3CCOCC3)[nH]c(=O)c1C2c1cccs1 (stereo not given)

assay / entry | 25 | 26 | 27 | 28
UBC13 inh | -2 | -14 | -12 | -1
Jurkat NFkB inh | 1 | 28 | -25 | 15
Gli-Sufu block | -3 | 14 | -2 | -1
697 NFkB inh | -55 | -33 | -6 | 6
SENP8 block | -2 | -5 | 0 | 5
SENP7 inh | -3 | -7 | 4 | 1
Apaf1 inhib | 11 | 13 | -2 | -2
HKDC1 inhibitor | -2 | 5 | -6 | -3
